Compound activity from PubChem BioAssay.
TRPM1 prom inh: inhibitors of MITF-dependent TRPM1 promoter reporter, primary screen, cell-based, SK-MEL-5, single point, luciferase. SK-MEL-5 TRPM1 promoter luciferase, 24 h. inhibition, % at 12.5 µM. 0.83% of 330,000 active. AID 488899, 2010;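 active means mean inhibition across replicates of 60% or more, whatever share of single replicates reaches that level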; further: values of inactives mirror those of a sister screen read the other way
TWEAK-Fn14 inh: inhibitors of TWEAK-Fn14 signaling, primary screen, luciferase reporter cells, uHTS. TWEAK-stimulated Fn14 reporter cells, luciferase luminescence, 8 h. inhibition, % at 10 µM. 2% of 360,000 active. AID 1159606, 2016; in the data active means inhibition above about 50%
NR2E3 ag-1: inhibitors of NR2E3-RetCOR corepressor binding, primary screen, NR2E3 agonist project, biochemical, TR-FRET, GST-NR2E3, biotin-RetCOR; 1536-well; inhibition of corepressor binding, % at 4.78 µM; Photoreceptor-specific nuclear receptor (Homo sapiens), Q9Y5X4; AID 2300, 2010; 0.12% of 320,000 active;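 active means percent inhibition above the cutoff of mean plus 3 SD of all tested compounds, set per screening campaign, cut at about 20% in these data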;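 further: 0% = DMSO wells and 100% = biotin wells as full block of FRET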
Target sequence (Q9Y5X4 whole entry, looked up): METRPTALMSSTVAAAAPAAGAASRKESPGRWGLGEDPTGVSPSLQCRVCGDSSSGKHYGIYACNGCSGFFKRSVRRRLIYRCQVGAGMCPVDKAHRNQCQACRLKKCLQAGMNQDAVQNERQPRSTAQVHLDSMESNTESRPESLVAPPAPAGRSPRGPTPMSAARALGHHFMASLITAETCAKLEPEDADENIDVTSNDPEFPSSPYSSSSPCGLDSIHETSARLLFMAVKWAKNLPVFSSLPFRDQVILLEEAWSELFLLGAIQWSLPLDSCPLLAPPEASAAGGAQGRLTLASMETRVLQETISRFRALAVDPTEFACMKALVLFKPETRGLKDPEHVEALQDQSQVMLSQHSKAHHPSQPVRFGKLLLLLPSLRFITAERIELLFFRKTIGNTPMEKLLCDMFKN
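Test system – NR2E3–RetCOR corepressor complex · Quantity – NR2E3 fusion 1.35 nM · Buffer or medium – Tris pH 7.5 · Incubation – Compound–protein incubation for 5 h at 4 °C · Technique – TR-FRET, Eu(K)-anti-GST donor, streptavidin-D2 acceptor, ex 340, em 617/671 nm · Evaluation – percent inhibition of 671/617 nm emission ratio versus biotin and DMSO controls · Plate – 1536-well format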
HIF-2a block: HIF-2a reporter inhibitors, primary screen, luminescence, 786-0 RCC cells. 786-0 RCC cells HIF-2a reporter, luciferase luminescence, overnight. inhibition, % at 18.8 µM. 0.72% of 360,000 active. AID 624352, 2012;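 active means inhibition of the luminescence signal of 40% or more relative to plate controls, in a single-dose primary screen at 18.75 µM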
Peg3 prom inh: Peg3 promoter-driven luciferase inhibitors, primary screen, cell-based, HeLa, luciferase luminescence. inhibition, % at 20 µM. HeLa PEG-Prom luciferase reporter, overnight. 1.7% of 360,000 active;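 active means inhibition of at least 50% at 20 µM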
Shn3 3UTR inh: reduction of Shn3 3'UTR firefly luciferase signal, primary screen, Schnurri-3 inhibitor project, cell-based, Clone20 osteoblasts, set 2; Clone20 osteoblast Shn3 3'UTR firefly luciferase, 24 h; inhibition, % at 12.5 µM; 0.52% of 360,000 active;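 active means mean inhibition of at least 75% with every replicate also reaching 75%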;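 further: 0% = median of neutral control wells and 100% = pilot-screen positive control compound; some compounds past the cut are filed as inactive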
TRAIL sens C8: viability loss with TRAIL in NB7+C8 cells, primary screen, TRAIL sensitizer project, cell-based, ATPlite luminescence. inhibition (viability loss, TRAIL sensitization), % at 10 µM. 1% of 360,000 active;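 active means compounds causing at least 50% loss of cell viability in the single-dose screen, relative to plate controls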
NR2E3 ag-2: NR2E3 agonists in two-hybrid cells, primary screen, cell-based, luminescence, CHO-S, Gal4-NCOR/VP16-NR2E3. AID 602229, 2012. 0.35% of 360,000 active. Photoreceptor-specific nuclear receptor (Homo sapiens), Q9Y5X4. inhibition of corepressor binding, % at 3.98 µM. luciferase;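 active means inhibition above the mean of all tested compounds plus 3 SD, cut at about 70% in these data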;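 further: 0% = DMSO with NR2E3 transfected cells and 100% = cells lacking NR2E3 construct; higher means lower luciferase signal from less NR2E3 corepressor binding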
CF NFkB block: inhibitors of PAF-induced NF-kB signaling, primary screen, cell-based, GFP fluorescence, uHTS. 0.86% of 360,000 active. AID 588850, 2011. inhibition, % at 5 µM. KKLEB NF-kB-GFP reporter, GFP fluorescence overnight;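 active means at least 50% inhibition at 5 µM, scaled per plate between neutral and stimulator controls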;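 further: PAF is a Pseudomonas aeruginosa culture filtrate used as stimulus; plate controls were PAF-stimulated DMSO wells for no effect and unstimulated DMSO wells for full effect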
KKLEB cytotox: cytotoxicity in KKLEB CF airway cells, primary screen, cytotoxicity control for CF NF-kB inhibitor project, cell-based, uHTS, fluorescence assay plates; KKLEB CF airway cells viability, ATPlite luminescence, overnight; stronger effect = lower value; cells stimulated with P. aeruginosa culture filtrate; activity change (cytotoxicity), % at 5 µM; 0.36% of 360,000 active; AID 602141, 2011;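 active means corrected activity change at or below -50% at 5 µM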
TROY NFkB inh: inhibitors of TROY-driven NF-kB signaling, primary screen, Q293 LMP1-TROYcd cells, NF-kB luciferase, uHTS. 0.98% of 360,000 active. inhibition, % at 10 µM. Q293 LMP1-TROYcd NF-kB luciferase reporter, 4 h;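 active means compounds whose plate-normalised and pattern-corrected inhibition of the luciferase reporter signal at the single screening dose is 50% or more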
* = called active by the depositor; . = no result given.

Every second line gives: TRPM1 prom inh	TWEAK-Fn14 inh	NR2E3 ag-1	HIF-2a block	Peg3 prom inh	Shn3 3UTR inh	TRAIL sens C8	NR2E3 ag-2	CF NFkB block	KKLEB cytotox	TROY NFkB inh
CSc1ccccc1N=CC1=C(O)CC(C)(C)CC1=O
 : -9	6	-1	3	1	13	18	-6	10	-2	-9
Cc1cc(=O)c(C(=O)O)nn1-c1cccc(C(F)(F)F)c1
 : -4	10	1	13	0	3	7	-6	-12	0	-5
O=C(C1=C(O)C(=O)N(Cc2ccco2)C1c1ccccc1F)c1cccs1 (stereo unspecified)
 : 3	4	15	4	-1	-15	-2	3	-9	4	-15
CC(C)[C@H](NS(=O)(=O)c1ccc2c(c1)OCCO2)C(=O)OCC(=O)Nc1cccc(Cl)c1Cl
 : -2	-7	2	22	5	13	-3	-25	14	-7	9
CCOCCCNC(=O)C(NC(=O)CNC(C)=O)c1ccc(C)cc1 (stereo unspecified)
 : -7	73*	0	7	11	5	-11	-5	-7	-10	-10
O=S(=O)(c1ccc2ccccc2c1)N1CCN(C(=S)Nc2ccccc2F)CC1
 : -5	8	-4	25	30	10	9	3	19	-6	2
COc1ccccc1/C=C/C=N/NC(=O)CCC1C(=O)NN=C1C (stereo unspecified)
 : -3	-15	4	16	8	15	1	-1	4	15	12
O=C(N/N=C/c1ccc(-c2ccccc2[N+](=O)[O-])o1)c1cccnc1
 : 23	-9	-2	-153	-81	-10	-7	-9	-32	5	-17
Cc1cc(C)cc(NC(=O)N2CCCN(Cc3c(F)cccc3Cl)CC2)c1
 : -1	14	-3	8	18	-10	3	-12	-10	-1	-7
COC(=O)c1ccc(C)c(NS(=O)(=O)c2cn(C)nc2C)c1
 : 3	11	-1	13	22	10	-6	6	21	-8	3
Cc1cc(C)n(-c2nc3sc4c(c3c3nnc(SC(C)C)n23)CC(C)(C)OC4)n1
 : -7	-31	0	18	12	-10	3	-26	3	3	6
CC(=O)Oc1ccc(N(C(C)=O)S(=O)(=O)c2ccc(Cl)cc2)c2ccccc12
 : 17	9	11	23	4	2	25	-5	86*	-12	3
O=C(C1=C[C@H](c2coc3ccccc3c2=O)C[C@H](OCc2ccc(CO)cc2)O1)N1CCOCC1
 : .	2	3	5	-3	-12	-24	13	-30	-6	-11
CC(C)CC(NC(N)=O)C(=O)NCc1ccccc1Cl (stereo unspecified)
 : -5	-12	4	-23	-23	-3	-1	-19	18	6	15
CCNC(=O)c1ccc(NC(=O)CC2SC(N3CCCCC3)=NC2=O)cc1 (stereo unspecified)
 : 4	-2	0	2	2	-18	-18	-27	-19	-4	-2
CCC(C)NC(=S)N1CCN(Cc2ccccc2)CC1 (stereo unspecified)
 : 0	-11	1	9	10	17	2	3	-11	6	13
Cc1nn(C)c(Cl)c1NC(=O)OCc1ccc(Cl)cc1Cl
 : 4	6	2	15	-12	77	25	67	-5	13	24
CC1CCC(N2CCN(c3ncccn3)CC2)CC1 (stereo unspecified)
 : -3	3	-1	-16	-2	-10	25	3	11	-1	-2
CCCCN1C(=O)C(CC(=O)NCc2cccs2)CC(C(=O)N(C(C)C)C(C)C)=C1C (stereo unspecified)
 : .	1	.	10	16	-2	11	16	4	3	4
CC1=NN(C(C#N)c2ccccc2O)C(C)(C)C1 (stereo unspecified)
 : 9	9	3	15	14	4	9	19	-11	6	-2

Next section
Every second line gives: TRPM1 prom inh	TWEAK-Fn14 inh	NR2E3 ag-1	HIF-2a block	Peg3 prom inh	Shn3 3UTR inh	TRAIL sens C8	NR2E3 ag-2	CF NFkB block	KKLEB cytotox	TROY NFkB inh
CN1C(=O)COc2ccc(C(=O)c3ccccc3C(=O)O)cc21
 : 2	39	0	-14	-28	-19	16	1	4	-12	-29
COc1ccc(N2CCN(c3cc(C)c4ccccc4n3)CC2)cc1
 : 11	17	-4	-25	-13	-2	24	-2	-11	4	-23
O=C(Nc1ccc(CN2CCCCC2)cc1)c1cc(Br)ccc1Cl
 : 8	-2	5	2	9	-9	-13	-10	-12	-1	15
CC(Nc1ccc(S(=O)(=O)N2CCN(C)CC2)cc1[N+](=O)[O-])c1ccccc1 (stereo unspecified)
 : 4	8	.	1	2	9	7	10	-12	14	-26
CCOc1ccccc1Nc1ncnc2ccc(Br)cc12
 : -8	41	6	17	8	7	-10	-24	23	-18	31
CC(O)CNCCNCc1cccs1 (stereo unspecified)
 : -12	-8	7	12	4	9	-11	-32	4	5	-15
CC(C)c1ccc(NC(=O)COC(=O)CCC(=O)c2cccs2)cc1
 : -9	-2	-2	13	16	-8	-9	-33	1	0	-8
CCN(C(=O)CSc1nc2ccccc2c(=O)n1-c1ccc(C)cc1)C1CCS(=O)(=O)C1 (stereo unspecified)
 : 15	7	-1	-14	-8	2	-2	12	0	14	5
COc1ccccc1-n1c(C)nc2cc(C(=O)NCc3ccc4c(c3)OCO4)ccc21
 : -8	-24	-1	-2	2	1	-3	7	-2	10	4
COc1ccc(N2C(=O)CC(N3CCN(c4ccc(Cl)cc4)CC3)C2=O)cc1 (stereo unspecified)
 : 2	4	3	7	-13	13	2	-4	2	4	16
CCc1nn(CC(=O)NCCCN(Cc2ccccc2)C(C)C)c(=O)c2cc3sccc3n12
 : 6	-23	-2	4	-10	12	1	8	-14	-16	1
CC(NC(=O)CN1CCCC1)C12CC3CC(CC(C3)C1)C2 (stereo unspecified)
 : -7	14	13	-11	2	1	-27	3	8	-1	14
CC1=C(C(=O)N2CCCCCC2)CC(CC(=O)NC2CCCC2)C(=O)N1CCC1=CCCCC1 (stereo unspecified)
 : .	-22	.	1	.	.	4	-12	.	.	-4
O=C(Cn1ccc2ccccc2c1=O)Nc1ccc2c(c1)OCO2
 : -6	8	3	2	-2	-18	2	9	6	7	4
C/C(N)=C(/C#N)C(=O)COC(=O)c1ccccc1O
 : -2	-2	0	-13	-33	-38	-4	-35	6	8	-19
C=CCN1C(=O)C(O)=C(C(C)=O)C1c1ccccc1F (stereo unspecified)
 : -2	14	-1	5	15	2	-3	-9	2	-6	-1
Cc1nnc(SCCN2C(=O)c3ccccc3C2=O)[nH]c1=O
 : -1	-7	1	-2	-9	.	-10	-9	-8	-1	7
Cc1ccc2cc(CN(Cc3ccco3)C(=O)NCc3ccccc3)c(=O)[nH]c2c1C
 : 11	22	-2	-108	-236	23	-9	-22	-1	-12	50*
CCn1nc(C)cc1C(=O)Sc1cccc(Br)c1
 : 11	9	1	12	13	22	13	-9	-3	-17	29
NS(=O)(=O)c1ccc(CCNC(=O)C2(S(=O)(=O)c3ccc(Cl)cc3)CC2)cc1
 : -3	2	1	21	5	3	6	-26	-6	4	9

Reprinted from the listing for reference:
Every second line gives: TRPM1 prom inh	TWEAK-Fn14 inh	NR2E3 ag-1	HIF-2a block	Peg3 prom inh	Shn3 3UTR inh	TRAIL sens C8	NR2E3 ag-2	CF NFkB block	KKLEB cytotox	TROY NFkB inh
C/C(N)=C(/C#N)C(=O)COC(=O)c1ccccc1O
 : -2	-2	0	-13	-33	-38	-4	-35	6	8	-19
C=CCN1C(=O)C(O)=C(C(C)=O)C1c1ccccc1F (stereo unspecified)
 : -2	14	-1	5	15	2	-3	-9	2	-6	-1

Structural class: those above with four or more nitrogen atoms
Every second line gives: TRPM1 prom inh	TWEAK-Fn14 inh	NR2E3 ag-1	HIF-2a block	Peg3 prom inh	Shn3 3UTR inh	TRAIL sens C8	NR2E3 ag-2	CF NFkB block	KKLEB cytotox	TROY NFkB inh
COc1ccccc1/C=C/C=N/NC(=O)CCC1C(=O)NN=C1C (stereo unspecified)
 : -3	-15	4	16	8	15	1	-1	4	15	12
O=C(N/N=C/c1ccc(-c2ccccc2[N+](=O)[O-])o1)c1cccnc1
 : 23	-9	-2	-153	-81	-10	-7	-9	-32	5	-17
Cc1cc(C)n(-c2nc3sc4c(c3c3nnc(SC(C)C)n23)CC(C)(C)OC4)n1
 : -7	-31	0	18	12	-10	3	-26	3	3	6
CCNC(=O)c1ccc(NC(=O)CC2SC(N3CCCCC3)=NC2=O)cc1 (stereo unspecified)
 : 4	-2	0	2	2	-18	-18	-27	-19	-4	-2
CC1CCC(N2CCN(c3ncccn3)CC2)CC1 (stereo unspecified)
 : -3	3	-1	-16	-2	-10	25	3	11	-1	-2
CC(Nc1ccc(S(=O)(=O)N2CCN(C)CC2)cc1[N+](=O)[O-])c1ccccc1 (stereo unspecified)
 : 4	8	.	1	2	9	7	10	-12	14	-26
CCc1nn(CC(=O)NCCCN(Cc2ccccc2)C(C)C)c(=O)c2cc3sccc3n12
 : 6	-23	-2	4	-10	12	1	8	-14	-16	1
Cc1nnc(SCCN2C(=O)c3ccccc3C2=O)[nH]c1=O
 : -1	-7	1	-2	-9	.	-10	-9	-8	-1	7

Some of the compounds tested; count on the stated rates, not on these rows.
